Compound activity deposited in PubChem by several laboratories.
DTT redox prof: compounds producing H2O2 with reducing agent – biochemical, NIH compound library profiling, artefact control for MLSCN library redox annotation, primary screen; DTT-dependent redox cycling H2O2, phenol red/HRP absorbance; 100% = 100 µM peroxide control, 0% = buffer; actives 0.03% (n = 200,000); AID 878; activation, % at 10 µM;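 active means activation of at least 50% relative to the plate's high and low controls in the primary single-dose screen; inactive means activation below 50%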;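 further: compound incubated with DTT at 0.8 mM final as the reducing agent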
NF-kB neuron act: NF-kB expression increase, human neuronal cells. AID 1239. NF-kB reporter expression; hits give high values. fold change at 12.5 µM. actives 1.6% (n = 190,000); in the data active means fold change above about 3.3
HMGR II inh: E. faecalis class II HMG-CoA reductase inhibition; inhibition, % at 10 µM; purified E. faecalis HMGR, NADPH absorbance 340 nm kinetic; AID 1066; actives 0.41% (n = 190,000);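 active means inhibition above a set limit, the median over all tested compounds plus 3 SD, cut at about 9.5% in these data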;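 further: enzyme runs in reverse so mevalonate oxidation gives rising NADPH absorbance; 0% = complete reaction with DMSO and 100% = background rate lacking mevalonate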
Hsp70 activator: Hsp70 transcriptional activation, primary screen | HeLa Hsp70 promoter luciferase reporter, luminescence; scaled: vehicle 0, proteasome-inhibitor control 100% | activation, % at 10 µM | actives 0.04% (n = 200,000);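 active means activation above the mean across all tested compounds plus 3 SD, cutoff set per campaign, cut at about 5.5% in these data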;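 further: 100% = MG132 at 30 µM as the positive control and 0% = DMSO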
STAT1 inh: STAT1 signaling inhibition. actives 0.35% (n = 200,000). NIH 3T3 STAT1-luciferase reporter, IFN-gamma, luminescence. inhibition, % at 5.5 µM;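 active means inhibition above a set limit, the mean inhibition across all tested compounds plus 3 SD, cut at about 34% in these data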;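 further: 0% = IFN-gamma with DMSO and 100% = IFN-gamma with 300 µM nifuroxazide; values of inactives mirror those of a sister screen read the other way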
APP 5'UTR act: APP 5'UTR luciferase reporter activation; AID 1276; activation, % at 2 µM; SH-SY5Y APP 5'UTR luciferase reporter, luminescence; zero percent = DMSO vehicle wells; actives 1% (n = 190,000);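 active means activation above a set limit, based on mean plus 3 SD of controls, cut at about 140% in these data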; further: values of inactives mirror those of a sister screen read the other way
STAT1 act: STAT1 signaling activation; activation (% of control), % at 5.5 µM; AID 932; NIH 3T3 STAT1-luciferase reporter, IFN-gamma, luminescence; 100% = IFN-gamma alone, no compound; actives 2.6% (n = 200,000);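 active means activation above the screen-wide mean activation plus 3 SD, cut at about 130% in these data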;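 further: raw ratio to IFN-gamma control signal so 100% means no change and 0% no light; values of inactives mirror those of a sister screen read the other way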
STAT3 activator: increases IL-6 driven STAT3 reporter signal; U3A cells, IL-6 STAT3-luciferase reporter, luminescence; 100% = signal with IL-6 EC80 alone; activation (% of control), % at 5.6 µM; actives 0.91% (n = 190,000);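 active means activation above the screen-wide mean of compound activation plus 3 SD, cut at about 130% in these data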;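 further: 0% = background luminescence of wells with medium and substrate only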
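System – human U3A cells carrying STAT3-luciferase construct · Probe or stimulus – Interleukin-6, 33 ng/mL · Schedule – compound 1 h, then IL-6 6 h at 37 °C · Signal – luminescence from STAT3-driven luciferase reporter · Evaluation – percent of IL-6-only median luminescence · Benchmarks – IL-6-only high control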
TLR4 MyD88 comp: inhibitors of human TLR4-MyD88 binding; O00206+Q99836; HeLa CL3-4 TLR4/MyD88 BLA complementation, FRET ratio; inhibition, % at 8.4 µM; actives 0.18% (n = 200,000); AID 861; in the data active means inhibition above about 25%;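 further: 0% = vehicle and 100% = reference inhibitor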
Target sequence (O00206 whole entry, looked up): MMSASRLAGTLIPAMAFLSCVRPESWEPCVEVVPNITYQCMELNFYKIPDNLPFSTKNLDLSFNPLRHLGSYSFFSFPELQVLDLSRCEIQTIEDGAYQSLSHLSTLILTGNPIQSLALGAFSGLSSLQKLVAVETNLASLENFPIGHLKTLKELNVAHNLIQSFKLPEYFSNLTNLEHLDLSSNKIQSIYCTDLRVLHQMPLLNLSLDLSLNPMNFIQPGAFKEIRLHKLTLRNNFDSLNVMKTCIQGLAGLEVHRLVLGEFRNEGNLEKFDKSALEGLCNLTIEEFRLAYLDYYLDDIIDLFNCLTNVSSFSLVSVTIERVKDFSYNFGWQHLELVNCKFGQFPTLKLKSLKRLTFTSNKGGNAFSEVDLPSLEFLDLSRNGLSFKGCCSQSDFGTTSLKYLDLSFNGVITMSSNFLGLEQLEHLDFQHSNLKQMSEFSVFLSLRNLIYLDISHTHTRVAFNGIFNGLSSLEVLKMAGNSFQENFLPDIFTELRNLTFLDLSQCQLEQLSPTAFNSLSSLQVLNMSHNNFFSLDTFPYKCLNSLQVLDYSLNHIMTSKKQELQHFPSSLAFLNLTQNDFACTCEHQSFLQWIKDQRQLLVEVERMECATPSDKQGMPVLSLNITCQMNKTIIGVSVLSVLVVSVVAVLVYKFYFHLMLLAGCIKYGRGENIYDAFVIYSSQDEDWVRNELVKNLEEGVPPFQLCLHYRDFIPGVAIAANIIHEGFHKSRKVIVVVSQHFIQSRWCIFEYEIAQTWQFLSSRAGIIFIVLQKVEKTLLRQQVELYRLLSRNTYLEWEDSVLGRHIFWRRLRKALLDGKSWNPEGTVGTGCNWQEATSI
Target sequence (Q99836 whole entry, looked up): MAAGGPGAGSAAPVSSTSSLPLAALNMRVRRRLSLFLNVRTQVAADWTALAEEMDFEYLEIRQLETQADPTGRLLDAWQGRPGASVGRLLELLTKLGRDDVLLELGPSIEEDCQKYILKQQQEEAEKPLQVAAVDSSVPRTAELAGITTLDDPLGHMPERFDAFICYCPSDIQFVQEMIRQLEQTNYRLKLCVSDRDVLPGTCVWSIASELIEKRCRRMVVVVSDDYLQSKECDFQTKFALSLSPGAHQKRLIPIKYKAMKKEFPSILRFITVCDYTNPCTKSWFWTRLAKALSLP
STAT3 inh: inhibitors of IL-6 induced STAT3 signaling; inhibition, % at 5.5 µM; AID 862; U3A cells, IL-6 STAT3-luciferase reporter, luminescence; host cell line lacks STAT1; actives 0.89% (n = 190,000);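 active means inhibition above the mean inhibition across all screened compounds plus 3 SD, cut at about 44% in these data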;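 further: 0% = DMSO only wells and 100% = 100 µM nifuroxazide control wells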
* marks the source's active call; other numbers are inactive results; . = no result given.

Molecule	STAT3 activator	TLR4 MyD88 comp	HMGR II inh	Hsp70 activator	STAT1 act	DTT redox prof	STAT1 inh	APP 5'UTR act	NF-kB neuron act	STAT3 inh
COc1ccccc1N1CCN(C(=O)CSc2nc(C)c(C)c(=O)[nH]2)CC1	103.8	-18.2	-0.6	0.1	96.8	-0.4	3.7	5.8	0.85	5.2
COc1ccc(S(=O)(=O)NCc2cn3c(C)csc3n2)cc1F	90.9	-6.1	0.8	-0.2	96.9	0.3	3.4	13.9	0.99	19.3
CCc1ccc(-n2c(Cn3nc(C(F)(F)F)cc3C)n[nH]c2=S)cc1	105.8	-8.0	6.0	-0.1	104.5	-3.8	-4.9	5.9	1.09	-1.6
COc1cccc(NC(=O)CCC(=O)NCc2ccco2)c1	103.0	-19.5	-0.2	-0.3	101.7	0.0	-1.8	-14.8	0.91	-3.3
C/C(=N\O)c1ccc(N2C(=O)C3CC=C(Cl)CC3C2=O)cc1 (stereo not drawn)	91.1	-1.2	-2.9	-0.1	139.3*	-5.5	-42.6	144.4*	2.14	9.8
CCOC(=O)c1nn(-c2ccc(Br)cc2)cc1C(=O)c1cccc2ccccc12	87.8	-4.6	-3.9	-0.3	110.7	-3.0	-11.9	6.6	6.4*	20.1
COc1ccc(C)cc1NC(=O)C(Sc1ccccc1)c1ccccc1 (stereo not drawn)	99.5	-2.3	-4.8	-0.2	91.9	0.1	9.1	-0.8	0.77	3.2
CCCC(=O)Oc1ccccc1C1SCc2cc(C)c(C)cc2CS1	104.8	-2.3	-1.2	0.1	100.9	-3.0	-1.0	1.1	0.99	-1.0
COc1ccc(OC)c(Nc2nc(-c3sc(C)nc3C)cs2)c1	91.7	6.7	-5.5	-0.2	100.8	0.4	-0.9	-4.4	0.63	16.1
Cc1ccc(NC(=O)COC(=O)Cc2ccsc2)cc1S(=O)(=O)N1CCOCC1	101.5	-11.3	0.0	-0.4	95.2	0.0	5.4	-3.8	1.21	-4.2
COc1ccccc1N1CCN(CC(=O)c2c(C)[nH]c3ccccc23)CC1	107.1	1.4	-2.5	-0.1	97.0	-0.9	3.3	6.9	0.87	-5.2
CCCOC(=O)NC1C(NC(=O)OCCC)N(C)C(=O)N1C (stereo not drawn)	102.1	-5.0	-4.5	-0.1	106.8	2.6	-7.4	2.0	0.96	2.8
O=C(CSc1ccc(-c2cccs2)nn1)NCc1ccccc1Cl	108.0	-10.1	2.9	-0.2	106.4	0.6	-7.0	8.8	1.07	-11.1
CCOc1cc(/C=C2/COc3ccccc3C2=O)ccc1OCC(=O)N(C)C	105.6	-9.9	0.9	0.2	80.5	0.1	19.3	4.0	1.14	2.6
O=C1CC(N2CCOCC2)C(=O)N1CCc1ccccc1 (stereo not drawn)	96.3	-5.6	-1.2	-0.5	99.9	2.3	0.2	-11.6	1.07	9.7
CCC(C)(C)C(=O)Nc1cccc(Cl)c1C	103.4	-2.4	-0.7	-0.2	92.4	-1.0	7.6	7.3	1.81	8.2
COn1c(C)c(C(C)=O)c2c3nonc3ccc21	102.2	-17.2	-0.8	-0.6	94.0	2.6	6.6	3.7	0.53	6.3
CCOC(=O)C1=C(C)Nc2ncnn2C1c1cccs1 (stereo not drawn)	91.8	4.1	-3.6	-0.3	87.8	0.3	13.3	-5.8	1.09	13.6
O=C(COC(=O)CCCNC(=O)c1ccc(Cl)cc1)Nc1cc(Cl)c(Cl)cc1Cl	103.8	-2.0	1.1	0.0	99.2	-0.3	0.3	-10.0	0.99	-3.2
COc1ccc(C(=O)Nc2nc3ccccc3[nH]2)cc1S(=O)(=O)N1CCOCC1	86.9	0.7	-1.6	0.0	111.3	-2.5	-11.9	11.2	1.09	16.2
CCOc1ccc2c(c1)OC(c1ccc(OC)cc1)(C(F)(F)F)NC2=O (stereo not drawn)	117.0	10.4	-0.9	-0.3	107.8	0.4	-8.6	-90.7	1.79	-20.2
O=C(CSCc1c(F)cccc1Cl)NCc1cccnc1	102.9	16.8	-0.9	-0.4	103.4	-0.6	-3.9	17.4	1	-4.7
CC(C)N(c1ccccc1)c1ccc(NC(=O)COC(=O)CCN2C(=O)c3cccc([N+](=O)[O-])c3C2=O)cc1	99.2	25.1*	-4.6	-0.3	102.4	0.2	-2.7	-5.2	1.23	1.8
O=C(COc1ccccc1)NNC(=S)NC(=O)c1ccccc1	105.6	0.2	3.5	0.3	112.4	-0.3	-11.3	6.0	0.91	-1.4
COCCN1C(=S)NC(c2cccc(C(F)(F)F)c2)C(C(=O)N2CCOCC2)=C1C (stereo not drawn)	109.2	5.3	-4.6	-0.2	95.5	0.1	2.0	2.2	1.04	-6.0
Cc1cc(NC(=O)/C=C/c2ccccc2)no1	88.8	0.8	-3.8	0.4	130.0*	0.0	-34.2	72.8	3.24	14.4
Cc1cccc(N2CN(Cc3cccnc3)CNC2=S)c1	103.5	4.7	0.3	-0.2	104.9	-0.3	-5.6	2.9	1.11	-4.0
O=C(c1cnccn1)N(c1ccccc1)C1(C(=O)NC2CCCCC2)CCCCC1	103.0	-2.1	-2.8	-0.4	97.2	-0.1	3.0	-4.5	0.88	-0.6
CN1CC(=O)N(CC(=O)Nc2ccc(Br)cc2F)C1=O	104.5	-8.6	-0.7	-0.3	103.4	-2.1	-3.5	-17.3	1.04	-5.9
COc1cccc(NC(=S)N(CCCN2CCN(C)CC2)Cc2ccco2)c1	102.3	4.7	-9.7	-0.3	96.6	-1.9	2.2	-5.2	1.04	4.2

STAT1 act, what is marked active above.
| Molecule | STAT3 activator | TLR4 MyD88 comp | HMGR II inh | Hsp70 activator | STAT1 act | DTT redox prof | STAT1 inh | APP 5'UTR act | NF-kB neuron act |
| --- | --- | --- | --- | --- | --- | --- | --- | --- | --- |
| C/C(=N\O)c1ccc(N2C(=O)C3CC=C(Cl)CC3C2=O)cc1 (stereo not drawn) | 91.1 | -1.2 | -2.9 | -0.1 | 139.3* | -5.5 | -42.6 | 144.4* | 2.14 |
| Cc1cc(NC(=O)/C=C/c2ccccc2)no1 | 88.8 | 0.8 | -3.8 | 0.4 | 130.0* | 0.0 | -34.2 | 72.8 | 3.24 |

The list continues.
Molecule	STAT3 activator	TLR4 MyD88 comp	HMGR II inh	Hsp70 activator	STAT1 act	DTT redox prof	STAT1 inh	APP 5'UTR act	NF-kB neuron act	STAT3 inh
Cc1ccc(S(=O)(=O)N/N=C/c2ccc(OCC(=O)N3CCOCC3)cc2)cc1	98.5	16.5	-5.4	0.0	103.1	0.3	-6.8	1.1	1.02	6.5
Cc1cc2c(c(SCC(=O)N(C)c3ccccc3)n1)C(=O)OC2	103.1	-0.3	-1.1	0.2	105.7	-5.2	-6.1	8.2	0.95	-0.7
COc1cc(C(=O)NCc2nnc(SCC(=O)N3CCCc4ccccc43)o2)cc(OC)c1OC	92.6	-9.8	1.1	0.0	99.3	-1.6	0.6	1.2	1.09	13.1
Cc1ccnc(NS(=O)(=O)c2ccc(NC(=O)C3CC=CCC3C(=O)O)cc2)n1 (stereo not drawn)	91.5	-10.1	-4.0	0.2	102.5	-0.5	-4.9	-8.3	1.12	17.5
COC(=O)c1nnn(-c2ccc(Cl)c(Cl)c2)c1C(=O)OC	94.7	-13.7	-6.2	0.1	102.6	-1.6	-4.6	26.2	1.2	15.9
CN(CCC#N)C(=O)COC(=O)c1ccccc1OCc1ccccc1Cl	100.7	-19.7	-2.1	-0.2	97.1	-1.9	1.3	-0.2	1.46	2.8
O=C(CN1CCCC(O)C1)N1c2ccccc2Sc2ccc(C(F)(F)F)cc21 (stereo not drawn)	113.2	1.1	-4.6	0.0	99.1	-0.2	1.0	-10.8	1.31	-9.9
COc1cccc(C2NC(c3cccc(OC)c3O)C(C)C(=O)C2C)c1O (stereo not drawn)	98.2	-1.5	-3.5	-0.3	94.5	2.0	6.0	11.3	0.68	5.9
CCOC(=O)C1CCN(S(=O)(=O)c2ccc(C)cc2)CC1	111.9	-4.6	-3.9	-0.3	100.8	0.3	-0.9	12.1	1.12	-14.0
COc1ccc(-c2ccc(C#N)c(SCC(=O)Nc3sc4c(c3C#N)CCC4)n2)cc1	97.1	-2.1	.	-0.4	98.5	-4.2	1.7	-13.4	1.01	6.3
COc1ccc(N2CCN(C(=O)CN(C)S(=O)(=O)c3cnc[nH]3)CC2)cc1	102.9	13.3	2.0	-0.2	101.5	-0.4	-1.6	19.8	1.3	5.4
CCOC(=O)CN1C(=O)CN(c2ccc(C)cc2)C1=O	104.0	1.0	-3.8	-0.5	98.9	-0.2	1.3	31.4	1.64	0.9
COc1ccccc1-c1cc(C(=O)N/N=C/C=C/c2ccccc2[N+](=O)[O-])c2ccccc2n1	107.1	1.8	-3.4	-0.2	100.9	0.3	-1.0	0.2	0.66	-2.1
CCCCCCc1c(O)nc(SCC(=O)O)[nH]c1=O	.	.	4.1	.	.	-1.0	.	18.9	1.09	.
CCOC(=O)Cn1nc(-c2ccccc2)c2cnc3ccc(C)cc3c21	122.6	6.5	5.7	0.0	95.4	1.6	5.1	0.7	0.82	-26.4
CCOC(=O)C1=C(NC(=S)NC(=O)c2ccccc2)c2ccccc2CC1(C)C	98.0	-8.4	-3.6	-0.5	90.0	-1.1	11.1	1.4	0.38	9.1
O=C1N/C(=N/N=C/c2ccco2)SC1Cc1ccccc1 (stereo not drawn)	101.6	-1.8	1.9	-0.1	100.0	-1.9	-0.4	19.6	1.22	2.1
Cc1ccc(C(=O)N2c3ccc(F)cc3CCC2C)o1 (stereo not drawn)	110.3	0.4	-4.2	0.1	98.8	-0.6	1.3	0.6	1.12	-6.5
COc1ccc(C)cc1S(=O)(=O)Nc1ccc2c(c1)OCO2	102.7	7.2	-1.9	-0.3	96.6	0.0	1.8	8.4	1.24	-0.8
